JMJD2A Tudor inh: qHTS Assay for Inhibitors of JMJD2A-Tudor Domain; Potency, µM (doses to about 114 µM), inactives show at the highest dose activity change, negative = inhibition, usual class: inhibitors; hit rate 4.4% among 390,000; AlphaScreen JMJD2A-Tudor / H3K4me3 peptide binding; Lysine-specific demethylase 4A (Homo sapiens), O75164; also: potency is read from the fitted curve at half-maximal effect; % is scaled to controls: 0 for no effect and ±100 for the full control effect; nearly all actives have a fitted effect of over 50% in size
12-LOX inh: Primary qHTS assay for inhibitors of human arachidonate 12S-lipoxygenase (ALOX12): Round 2; Polyunsaturated fatty acid lipoxygenase ALOX12 (Homo sapiens), P18054; purified 12hLO, xylenol orange hydroperoxide absorbance; Potency, µM (top dose mostly 108 µM), without a hit: at the top dose activity change, negative = inhibition, most hits filed as inhibitors; hit rate 1.1% among 580,000; also: potency is read from the fitted curve at half-maximal effect; % is scaled to controls: 0 for no effect and ±100 for the full control effect
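Hydroperoxide product was detected by ferrous iron/xylenol orange as the 573 to 405 nm absorbance ratio. Arachidonic acid at 40 uM (final) was turned over for 30 min at room temperature by 150 nM human 12hLO, pH 7.0 Hepes buffer, after 15 min compound preincubation.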
BAZ2B block: qHTS Assay for Inhibitors of BAZ2B | AID 504333, 2011 | Bromodomain adjacent to zinc finger domain protein 2B (Homo sapiens), Q9UIF8 | Potency, µM (top dose mostly 114 µM), inactives show top-dose activity change, negative = inhibition, most hits filed as inhibitors | hit rate 4.4% among 360,000 | AlphaScreen BAZ2B-H3K14Ac peptide displacement; also: potency is read from the fitted curve at half-maximal effect; % is scaled to controls: 0 for no effect and ±100 for the full control effect; nearly all actives have a fitted effect of over 60% in size
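AlphaScreen luminescence quantifies BAZ2B engagement of H3K14Ac peptide; the protein and biotinylated peptide are both at 50 nM final, buffer PBS pH 7.4 with 0.01% Tween-20, all steps at room temperature.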
G9a inh: qHTS Assay for Inhibitors of Histone Lysine Methyltransferase G9a; hit rate 8.8% among 350,000; G9a H3K9 monomethylation, AlphaScreen, 2 h; AID 504332, 2011; Histone-lysine N-methyltransferase EHMT2 (Homo sapiens), Q96KQ7; Potency, µM (doses to about 102 µM), for the others: at the highest dose activity, negative = inhibition, most hits filed as inhibitors; also: potency is read from the fitted curve at half-maximal effect; % is scaled to controls: 0 for no effect and ±100 for the full control effect; nearly all actives have a fitted effect of over 75% in size
Target sequence (Q96KQ7 913-1193 limits assumed): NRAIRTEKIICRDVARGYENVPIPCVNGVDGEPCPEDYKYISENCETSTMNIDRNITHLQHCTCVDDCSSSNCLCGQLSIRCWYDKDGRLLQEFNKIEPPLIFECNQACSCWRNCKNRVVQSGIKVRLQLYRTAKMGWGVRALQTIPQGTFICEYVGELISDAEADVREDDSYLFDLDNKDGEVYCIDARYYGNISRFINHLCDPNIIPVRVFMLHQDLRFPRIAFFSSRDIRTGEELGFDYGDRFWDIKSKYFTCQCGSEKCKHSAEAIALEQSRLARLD
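Enzyme 20 nM + cpd, 15 min RT; add b-H3K9 pep 500 nM / SAM 20 uM; 2 h RT; anti-H3K9me1 Ab 0.5 ug/mL + SA donor / anti-rabbit acceptor beads 20 ug/mL each, 10 min; AlphaScreen read.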
ERG-DNA inh: qHTS for Small Molecule Inhibitors of the ERG Ets/DNA interaction. Transcriptional regulator ERG (Homo sapiens), P11308. hit rate 0.028% among 370,000. fluorescence polarization, His-ERG Ets domain / labelled DNA. Potency, µM (highest dose often 76.9 µM), for inactives: at the highest dose FP activity, negative = inhibition, actives largely listed as inhibitors. AID 624246, 2012; active = well fitted inhibition curve with a large enough effect in the polarisation, with a control signal flat; inconclusive = small, poorly fitted or top-dose-only effect, or effect the other way, or a change in a side signal; inactive = no such curve, though single readings can be large or run the other way; the % refers to the polarisation;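 also: polarization taken with two DNA probes labelled with fluorescein and Texas red; potency is read from the fitted curve at half-maximal effect; % of control where 0% means no effect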
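His-tagged ERG Ets domain (1 uM in the protein solution; 300mM KCl, 50mM Tris-HCl, 1mM EDTA, 1mM DTT, pH 7.5) received compound, then a probe mix of 5 nM fluorescein-DNA and 100nM Texas-615-DNA. Fluorescence polarization was read for both dyes.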
GLS inhibitor: qHTS for Inhibitors of Glutaminase (GLS); AID 624170, 2012; GLS enzymatic activity, qHTS titration; hit rate 0.21% among 410,000; Potency, µM (top dose mostly 45.5 µM), for inactives: at the highest dose activity change, negative = inhibition, usual class: inhibitors; also: potency is read from the fitted curve at half-maximal effect; % is scaled to controls: 0 for no effect and ±100 for the full control effect
Target sequence (O94925 whole entry, looked up): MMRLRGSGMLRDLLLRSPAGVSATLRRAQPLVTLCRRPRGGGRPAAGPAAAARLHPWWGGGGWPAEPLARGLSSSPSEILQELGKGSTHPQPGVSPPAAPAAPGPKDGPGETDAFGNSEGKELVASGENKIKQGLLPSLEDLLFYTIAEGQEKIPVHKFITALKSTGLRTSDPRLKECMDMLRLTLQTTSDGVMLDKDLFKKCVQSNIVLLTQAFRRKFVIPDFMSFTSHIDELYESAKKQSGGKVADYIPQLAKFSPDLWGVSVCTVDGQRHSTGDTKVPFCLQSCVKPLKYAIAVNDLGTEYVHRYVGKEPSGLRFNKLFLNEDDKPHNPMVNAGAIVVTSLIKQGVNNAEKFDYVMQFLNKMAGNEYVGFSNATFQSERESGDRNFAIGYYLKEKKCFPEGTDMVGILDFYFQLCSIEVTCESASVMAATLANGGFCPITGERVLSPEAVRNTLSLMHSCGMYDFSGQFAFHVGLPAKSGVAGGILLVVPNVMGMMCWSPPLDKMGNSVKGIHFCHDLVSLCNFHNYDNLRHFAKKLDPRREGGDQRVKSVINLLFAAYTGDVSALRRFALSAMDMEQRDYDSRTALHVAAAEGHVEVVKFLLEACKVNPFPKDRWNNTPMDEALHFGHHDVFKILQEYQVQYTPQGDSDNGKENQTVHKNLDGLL
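Enzyme dispensed in phosphate buffer (45 mM, pH 8.2, 0.02% Tween-20), compounds pinned in, then 1 mM L-glutamine solution and the glutamate oxidase–HRP–Amplex Red mix added; fluorescence read immediately and again after 30 min at room temperature.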
HP1b chromo inh: HTS for Inhibitors of HP1-beta Chromodomain Interactions with Methylated Histone Tails. AlphaScreen HP1-beta / biotin-H3K9me3 peptide binding. Potency, µM (titrated, usually from 114 µM), for inactives: top-dose activity change, negative = inhibition, hits mostly inhibitors. hit rate 0.56% among 390,000; also: potency is read from the fitted curve at half-maximal effect; nearly all actives have a fitted effect of over 70% in size; inactives centre near 23
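Compound inhibition of the preformed complex between 50 nM HP1-beta and 50 nM biotinylated H3K9me3 peptide was read by AlphaScreen. Buffer was PBS pH 7.4 with 0.01% Tween-20. Incubations ran 30 min at room temperature, with 10 ug/mL donor/acceptor beads.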
RGS4 inh: Inhibitors of Regulator of G Protein Signaling (RGS) 4: qHTS; Regulator of G-protein signaling 4 (Homo sapiens), P49798; Transcreener GDP fluorescence polarization, RGS4-accelerated GTP hydrolysis; Potency, µM (doses to about 114 µM), without a hit: at the highest dose activity change, negative = inhibition, usual class: inhibitors; hit rate 0.039% among 390,000; also: potency is read from the fitted curve at half-maximal effect; % is scaled to controls: 0 for no effect and ±100 for the full control effect; nearly all actives have a fitted effect of over 75% in size; some results filed as inactive show a strong effect at the top dose
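MLSMR compounds (23 nl, pin-transferred) preincubated 10 min at room temperature with a 500nM (2x) first reagent, then RGS4 at 900nM (2x) plus Transcreener GDP mix added; fluorescence polarization (620/688 nm) read before and after 90 min at 30 °C.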
PI4K2A inh: qHTS for small molecular inhibitors of PI4K2A. purified PI4K2A, ADP-Glo luminescence, 1 h; hits give low values. activity change, negative = inhibition, % at 76.9 µM. hit rate 0.13% among 420,000. AID 1346378, 2018; in the data active = activity change below about -50%; inconclusive = mostly about -30% to -49%;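 also: -100% = wells without enzyme as full effect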
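Compounds are screened against recombinant PI4K2A using PI as substrate and ATP, the latter dispensed at 300 microM. Reactions run one hour at ambient temperature before ADP-Glo detection; full inhibition defined by wells lacking enzyme.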
An asterisk follows results filed as active; ? = inconclusive; / = no result given; & = joins results of further samples; [ ] = remark or other dose. Unless noted, calls follow the shape of the dose curve; as a rule, active = well fitted curve in the direction sought with a large enough effect; inconclusive = small, poorly fitted or top-dose-only effect, or another doubt; inactive = no such curve, though single readings can be large; an effect the other way counts as inactive or inconclusive. An excerpt, so the mix of outcomes need not match the whole.

SMILES | JMJD2A Tudor inh | 12-LOX inh | BAZ2B block | G9a inh | ERG-DNA inh | GLS inhibitor | HP1b chromo inh | RGS4 inh | PI4K2A inh
CCc1ccc(CNn2cnnc2SCC(=O)NC(C)(C)C)cc1 | -12% | -19% | -5% | -17%[59 µM] | -1% | 0% | 16% | 7% | -2
Cc1ccc(N2CCN(C(=O)c3nn(C)c4c3CS(=O)(=O)c3ccccc3-4)CC2)c(C)c1 | -22%&-18% | -20% | -25%&0% | 16%&4%[59 µM] | -3%&-4% | 13%&-10% | 10%[57 µM] | -16%&15% | -3&1
CCOC(=O)c1ccc2ncc(C(=O)OCC)c(NCCc3ccc(OC)c(OC)c3)c2c1 | -5% | 2% | -8% | -27%[59 µM] | -6% | 5% | 32% | -16% | 2
CCC(=O)Nc1ccc(S(=O)(=O)Nc2cc(C)on2)cc1 | -16% | -1% | 3% | -26% | -4% | -3% | 20% | -14% | 6
COCCCNC(=O)c1c[nH]c2ccc(S(=O)(=O)N3CCC4(CC3)OCCO4)cc2c1=O | -5% | 1% | -34% | -29% | -1% | 5% | 20% | -10% | 6
O=C(CN1CCN(C(=O)c2c(F)cccc2F)CC1)Nc1ccccc1F | 0% | 134%[activator] | 4% | 11%[59 µM] | 2% | 8% | 21% | -2% | 9
CCOc1ccccc1NC(=O)N1CCCC1C(=O)Nc1nnc(CC)s1 (stereo not drawn) | -5% | 1% | 10% | 3%[12.7 µM] | -5% | 25% | 17% | 27% | -6
O=C(CSc1nn(-c2ccc(F)cc2)c(=S)s1)NC(=O)NCc1ccco1 | ? | -10% | ? | ? | / | -3% | 17% | -8% | -8
CC(=O)N1CCN(C(=S)NC(=O)c2ccc(S(=O)(=O)N3CCOCC3)cc2)CC1 | 50µM* | ? | 50µM* | ? | / | 12% | -27% | -16% | 5
Cc1ccc2c(c1)[C@@H]1CN(C)CC[C@@H]1N2S(=O)(=O)c1ccc(F)cc1 | -22% | 0% | ? | -34%[0.0925 µM] | 4% | -7% | 35% | 9% | 3
Cc1ccc(S(=O)(=O)Oc2ccccc2/C=N/N=C(N)N)cc1 | -16% | 1% | -32% | -8% | 4% | -16% | 12% | -3% | -4
S=c1nc(C2COc3ccccc3O2)[nH][nH]1 (stereo not drawn) | 1.8µM* | ? | ? | 3.5µM* | -6% | 0% | 8% | -35% | 3
CCc1nnc(NC(=O)CSc2nc(-c3ccc(OC)cc3)ns2)s1 | -8% | -6% | -1% | ? | 7% | -1% | 43%[activator] | -6% | -4
COCCN1CC(C(=O)NCc2ncccc2C)CCC1=O (stereo not drawn) | -11% | 2% | -3% | 54%[activator] | 3% | -1% | 5% | -9% | -3
COc1cc(OC)cc(C(=O)N[C@H](C(=O)Nc2nc3ccc(S(C)(=O)=O)cc3s2)C(C)C)c1 | -8% | -4% | -13% | 40µM* | -4% | -2% | 58%[activator] | -4% | -2
CSCC(CO)NS(=O)(=O)c1ccc(C)cc1 (stereo not drawn) | -4% | 0% | 2% | 20% | -6% | -10% | 3% | 20% | 1
O=C(O)c1ccc(-c2ccccc2)[nH]1 | -23% | -10% | -7% | -26% | -3% | -3% | 6% | -5% | -3
N/C(=N\OC(=O)Nc1ccc(Cl)cc1)c1ncc(C(F)(F)F)cc1Cl | -11% | 316%[activator] | 4% | 21% | 14% | 19% | 37%[activator] | -22% | 1
CC(=O)NCCNS(=O)(=O)c1ccc(C)c([N+](=O)[O-])c1 | -9% | 6% | 13% | -30% | 0% | 0% | 2% | 0% | -3
O=C(C[n+]1cccc(NC(=O)c2ccccc2)c1)c1ccccc1 | -13% | -3% | -3% | -9%[59 µM] | -5% | 8% | 39%[activator] | 20% | 16
O=Nc1c2ccc[nH]c-2c2ccc([N+](=O)[O-])cc12 | -3% | -15% | -15% | -2% | -7% | 10% | 20% | 20% | 0
O=C(Oc1ccc(N(Cc2cccs2)C2=NS(=O)(=O)c3ccccc32)cc1)c1ccccc1 | -27% | 0% | 6% | -7% | 8% | -3% | 14% | 3% | 1
O=C(COC(=O)C1CCCN1C(=O)C12CC3CC(CC(C3)C1)C2)c1ccc(Br)cc1 (stereo not drawn) | -16% | -28% | 9% | -1%[59 µM] | 3% | -27% | -4% | 1% | 4
Cc1cccc(NC(=O)c2nc[nH]c2C(=O)N[C@@H](C)C(=O)OCc2ccccc2)c1 | -11% | -23% | -4% | 16%[59 µM] | -13% | -8% | 54%[activator] | -18% | 2
Fc1ccc(OCCCCCCN2CCCC2)cc1 | -19% | -23% | 6% | 0%[59 µM] | 6% | -3% | 13% | -9% | -3
COc1ccc(C(=O)CSc2nnc(CNC(=O)c3ccc(S(=O)(=O)N(C)C)cc3)o2)cc1 | -18% | 14% | -2% | 0% | 3% | 13% | 19% | -16% | 3
O=C(c1ccco1)N1CCN(Cc2nc3cc(Cl)ccc3c(=O)[nH]2)CC1 | 14µM* | ? | -2% | 6% | 6% | -2% | 30% | 0% | -3
O=C(Nc1ccc(Cl)cc1)c1cc2c(-c3ccccc3)nn(-c3ccccc3)c2s1 | 0% | ? | 5%[57.1 µM] | 8%[59 µM] | 0% | -4% | 35%[activator] | 4% | -2
C#CCOCCOCCOCCNc1nc(N2CCOCC2)nc(N2CCN(C(=O)CCCCCCCCCCNC(=O)[C@@H](CCC(=O)O)n3cc(CCCCCN)nn3)CC2)n1 | -28% | ? | -26% | -7%[2.33 µM] | 4% | 1% | 2% | -1% | 0
O=C(Nc1ccc(Oc2cccnc2)nc1)c1ccc(C(F)(F)F)cc1 | -3% | 259%[activator] | 4% | / | 4% | -11% | 15% | -4% | -1
COc1ccc(NC(=O)Nc2ccc(F)cc2F)cc1 | -20% | 0% | -14% | 8% | -6% | -1% | 21% | -12% | 2
COC(=O)c1sc(NC(=O)c2ccc(OC)cc2OC)nc1C | -17% | -3% | / | / | -3% | 0% | 37% | -35% | -7
O=C(NCCCN1CCN(c2ccc(F)cc2)CC1)c1ccc2nc(CCc3ccccc3)oc2c1 | ? | -24% | -25% | -11%[59 µM] | 2% | 1% | 3%[57 µM] | -9% | 1
O=C(c1cccc(S(=O)(=O)Nc2ccc(Br)cc2)c1)N1CCC1 | -9% | ? | -20% | ? | -18% | -3% | 17% | 3% | -1
C/C(=N/NC(=O)Cn1nc2ccccc2n1)c1ccc(F)cc1 | -6% | -2% | 10% | -7%[59 µM] | 12% | 1% | 18% | -35% | -6
COC(=O)c1ccc([N+](=O)[O-])c(CS(=O)(=O)c2ccc(Cl)cc2)c1 | -36% | 0% | -32% | -17% | -4% | -13% | 17% | 2% | 9
CCOC(=O)c1cnn(-c2ccc(C(=O)Nc3ccc(OC(F)(F)F)cc3)cc2)c1N | -14% | -21% | 4% | 5%[59 µM] | -2% | -20% | 43% | 4% | 1
COc1cn(-c2ccccc2)nc1C(=O)OCC(=O)Nc1ccc(C)c(C)c1 | -27% | -4% | 4% | 0%[2.33 µM] | -2% | 3% | 29% | -10% | -3
CCOCCCNC(=O)C1(O)c2cc(Br)ccc2NC(=O)N1c1ccc(C)c(C)c1 (stereo not drawn) | -15% | 2% | -17% | 8% | 16% | -6% | 25% | -2% | 5
COc1ccc(CCNC(=O)CCC(=O)N2CCOc3ccc(C)cc32)cc1OC | 2% | 3% | 11% | / | -2% | 0% | 27% | 18% | 0
CC(Nc1ccc(Br)cc1)C(=O)Nc1cccc(S(=O)(=O)N2CCOCC2)c1 (stereo not drawn) | -30% | ? | 8% | ? | -4% | 19% | 18% | 18% | -1
Cc1ccc(C(=O)OCC(=O)N2c3ccccc3NC(=O)C2(C)C)cc1S(=O)(=O)N1CCCCC1 | -25% | 11% | / | / | -4% | -6% | 21% | -7% | 5
Cc1ccc(S(=O)(=O)N2CCOCC2)cc1NC(=O)COC(=O)CNC(=O)c1ccc(Cl)cc1Cl | -20% | 4% | -9% | 5%[0.501 µM] | 1% | 4% | 7% | 14% | 3
Cc1cc(C)n2nc(N)c(N=Nc3cccc(Cl)c3)c2n1 | -12% | -18% | -23% | -8%[59 µM] | 4% | 0% | 5% | 3% | -3
Cc1cc(C)nc(NC(=NCCc2c[nH]c3ccccc23)NC(=O)Nc2ccccc2)n1 | -33% | -10% | -12% | 1%[59 µM] | -4% | 9% | -18% | -1% | -3
CC(C)c1ccc2oc(-c3cc(N)ccc3O)nc2c1 | ? | ? | -8% | ? | 12% | 3% | -13% | 6% | -7
